Anthrax LF prot – anthrax lethal factor protease inhibition; multiplex microsphere protease cleavage assay, LF; 0.12% of 360,000 active; inhibition, % at 10 µM; note: plate controls were buffer without enzyme for full effect and enzyme alone for no effect
PrPC surface inh – cell surface PrPC inhibition, primary TR-FRET screen | P04156 | TR-FRET read-out | inhibition, % at 13.8 µM | 0.43% of 370,000 active; in the data active = inhibition above about 24%; note: 0% = median of the test wells and 100% = reference compound wells
FadD28 FP inh – M. tuberculosis FadD28 bisubstrate binding inhibition; FadD28 bisubstrate probe binding, fluorescence polarization; inhibition, % at 12.5 µM; 0.22% of 360,000 active; AID 588549; in the data active = inhibition above about 8.5%, passing the limit was not always enough; inconclusive = no clear call, values can overlap the other calls
CCHFV vOTU inh – blocks the CCHF virus ovarian tumor domain protease | CCHFV vOTU protease, Pep-AMC fluorescence | inhibition, % at 11.5 µM | 0.55% of 370,000 active | AID 651958; in the data active = inhibition above about 30%; note: 0% = vehicle wells with enzyme and 100% = no enzyme wells
BoNT-F LC inh – inhibitors of Botulinum neurotoxin F light chain protease. Multiplex microsphere protease cleavage assay, flow cytometry. inhibition, % at 10 µM. 0.22% of 360,000 active; in the data active = inhibition above about 35%, passing the limit was not always enough; inconclusive = no clear call, values can overlap the other calls; note: plate controls were buffer without enzyme for full effect and enzyme alone for no effect
BoNT A protease – BoNT A light chain protease inhibition. multiplex microsphere protease substrate cleavage, flow cytometry. inhibition, % at 10 µM. 0.17% of 360,000 active. AID 588499; note: plate controls were buffer without enzyme for full effect and enzyme alone for no effect
TcdB GH inh – blocks C. difficile toxin B glycohydrolase activity | TcdB glycohydrolase enzymatic assay, plate reader | inhibition, % at 9.99 µM | 0.24% of 350,000 active; in the data active = inhibition above about 10%
Target sequence (P18177 whole entry, looked up): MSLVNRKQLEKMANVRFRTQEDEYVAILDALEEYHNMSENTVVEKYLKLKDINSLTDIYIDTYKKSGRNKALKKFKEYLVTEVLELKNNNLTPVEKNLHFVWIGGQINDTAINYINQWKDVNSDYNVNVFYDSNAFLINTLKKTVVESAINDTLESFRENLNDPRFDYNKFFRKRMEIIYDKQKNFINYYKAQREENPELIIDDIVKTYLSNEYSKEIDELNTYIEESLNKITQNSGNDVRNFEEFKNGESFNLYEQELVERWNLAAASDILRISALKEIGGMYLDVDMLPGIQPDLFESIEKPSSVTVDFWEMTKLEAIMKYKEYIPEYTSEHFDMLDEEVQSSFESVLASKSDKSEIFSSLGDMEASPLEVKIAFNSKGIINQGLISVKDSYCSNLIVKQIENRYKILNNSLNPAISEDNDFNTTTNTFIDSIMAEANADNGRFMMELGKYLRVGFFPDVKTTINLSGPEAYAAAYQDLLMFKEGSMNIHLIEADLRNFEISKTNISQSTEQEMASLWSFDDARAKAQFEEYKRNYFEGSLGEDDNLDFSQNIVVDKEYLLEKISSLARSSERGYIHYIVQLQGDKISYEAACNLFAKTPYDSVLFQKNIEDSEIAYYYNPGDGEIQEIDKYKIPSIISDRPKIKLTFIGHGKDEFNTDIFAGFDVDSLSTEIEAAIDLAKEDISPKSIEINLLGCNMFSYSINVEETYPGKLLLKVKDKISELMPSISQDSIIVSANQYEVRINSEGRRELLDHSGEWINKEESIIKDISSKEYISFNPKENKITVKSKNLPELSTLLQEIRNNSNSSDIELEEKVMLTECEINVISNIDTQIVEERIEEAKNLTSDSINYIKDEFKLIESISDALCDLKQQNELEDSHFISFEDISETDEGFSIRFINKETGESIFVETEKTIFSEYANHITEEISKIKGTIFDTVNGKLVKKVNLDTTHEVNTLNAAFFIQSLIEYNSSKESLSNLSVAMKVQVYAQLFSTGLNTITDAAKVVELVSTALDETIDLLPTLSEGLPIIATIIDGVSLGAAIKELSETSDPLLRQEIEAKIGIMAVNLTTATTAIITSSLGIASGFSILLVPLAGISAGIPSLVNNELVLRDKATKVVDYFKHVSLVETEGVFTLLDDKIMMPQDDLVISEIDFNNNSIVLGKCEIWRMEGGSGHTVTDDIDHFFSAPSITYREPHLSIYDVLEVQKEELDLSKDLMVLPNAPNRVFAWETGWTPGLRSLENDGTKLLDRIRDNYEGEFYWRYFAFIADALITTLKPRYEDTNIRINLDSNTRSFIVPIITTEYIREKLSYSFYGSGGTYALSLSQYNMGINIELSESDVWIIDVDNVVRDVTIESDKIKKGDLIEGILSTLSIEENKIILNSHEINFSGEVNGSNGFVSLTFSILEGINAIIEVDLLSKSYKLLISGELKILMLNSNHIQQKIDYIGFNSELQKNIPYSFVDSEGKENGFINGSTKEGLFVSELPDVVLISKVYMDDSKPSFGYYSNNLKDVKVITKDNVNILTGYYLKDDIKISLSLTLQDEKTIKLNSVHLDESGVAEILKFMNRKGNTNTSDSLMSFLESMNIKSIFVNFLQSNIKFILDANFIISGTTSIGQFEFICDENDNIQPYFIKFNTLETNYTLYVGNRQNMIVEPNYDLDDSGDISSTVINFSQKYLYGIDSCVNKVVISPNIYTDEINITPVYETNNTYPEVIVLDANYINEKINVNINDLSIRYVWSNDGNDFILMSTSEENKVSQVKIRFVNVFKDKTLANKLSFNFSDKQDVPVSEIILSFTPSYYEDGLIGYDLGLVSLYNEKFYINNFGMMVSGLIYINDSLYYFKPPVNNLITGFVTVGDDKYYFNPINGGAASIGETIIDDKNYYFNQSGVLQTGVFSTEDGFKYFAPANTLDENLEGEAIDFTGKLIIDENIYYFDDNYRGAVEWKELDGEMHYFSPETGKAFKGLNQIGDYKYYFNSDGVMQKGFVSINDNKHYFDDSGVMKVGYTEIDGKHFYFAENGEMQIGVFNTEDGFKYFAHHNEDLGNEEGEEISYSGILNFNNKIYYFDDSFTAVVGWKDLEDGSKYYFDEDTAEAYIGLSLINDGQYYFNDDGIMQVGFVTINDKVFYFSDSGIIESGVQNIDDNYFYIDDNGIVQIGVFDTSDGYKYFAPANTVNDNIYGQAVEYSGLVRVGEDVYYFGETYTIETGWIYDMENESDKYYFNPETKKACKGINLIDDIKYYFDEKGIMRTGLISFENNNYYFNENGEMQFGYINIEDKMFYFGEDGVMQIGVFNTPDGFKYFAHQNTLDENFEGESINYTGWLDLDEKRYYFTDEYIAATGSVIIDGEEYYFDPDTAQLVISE
Yp Topo-I inh – Y. pestis Topo-I inhibition via cleavage products. AID 504884. activity, % at 10 µM. 0.064% of 360,000 active. Y. pestis Topo-I cleavage product accumulation, plate reader; in the data active = activity above about 50%, passing the limit was not always enough; inconclusive = no clear call, values can overlap the other calls; note: inactives centre near 2
PfHsp40 yeast – restores yeast growth despite PfHsp40 toxicity; S. cerevisiae expressing PfHsp40, growth rescue, ATP luminescence; 0.68% of 340,000 active; growth rescue, % at 12.5 µM; AID 504582; in the data active = growth rescue above about 28%, passing the limit was not always enough; inconclusive = no clear call, values can overlap the other calls;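 note: yeast W303a lacking pdr1 and pdr3 grown in galactose medium; growth measured after three days at 30 °C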
The depositor's hits bear a star; ? = inconclusive; nt = not tested or not shown. Cut-off read from the data, not from the text of the source, unless noted: active = inhibition above about 30%; inconclusive = no clear call, values can overlap the other calls; inactive = below that.

1: O=C(COc1cccnc1[N+](=O)[O-])NCCc1ccccc1
2: Cc1cc(C(=O)CCC(=O)N2CCN(c3ccccc3)CC2)c(C)s1
3: CC(Oc1ccc(Br)cc1)C(=O)Nc1ccc(S(=O)(=O)Nc2nccs2)cc1 (stereo not given)
4: Cc1ccc(S(=O)(=O)CCC(=O)NCCN2C(=O)S/C(=C\c3ccccc3)C2=O)cc1
5: CCOc1c(Br)cc(CNc2ccc(N3CCN(C(C)=O)CC3)cc2)cc1OC
6: Cc1c(Cl)cccc1Nc1ccccc1C(=O)O
7: COc1cc(-c2n[nH]c(=S)n2Cc2ccccc2)cc(OC)c1OC
8: COc1ccc(C2CC(=O)C3=C(C2)NC(C)=C(C(=O)Nc2ccccc2C)C3c2coc3ccc(C)cc3c2=O)cc1OC (stereo not given)
Screen / compound no.	1	2	3	4	5	6	7	8
Anthrax LF prot	-2	-4	-3	-2	-1	-2	-4	-2
PrPC surface inh	-9	3	-3	-1	-20	8	0	3
FadD28 FP inh	-2.4	-3.9	-2.9	-4.8	0.5	2.5	-3.4	-1.1
CCHFV vOTU inh	-9	-2	22	40*	9	1	-7	-7
BoNT-F LC inh	-4	-6	5	1	-8	6	16	-1
BoNT A protease	-0.4	-1.3	0.9	0.5	0.0	-0.9	-3.4	?
TcdB GH inh	2.3	1.0	-1.4	nt	-8.2	-0.6	2.6	nt
Yp Topo-I inh	8	16	0	30	-1	-7	-9	25
PfHsp40 yeast	1.0	-0.8	0.6	0.3	-0.8	0.7	5.3	63*

9: O=C(CN1CCCC1)Nc1ccc(OC(F)(F)F)cc1
10: NC1=NC(=Nc2ccc(S(=O)(=O)N3CCOCC3)cc2)c2ccccc21
11: CCN(CC)S(=O)(=O)c1cccc(NC(=O)COC(=O)C2CC3C=CC2C3)c1 (stereo not given)
12: CCCCOCCCNC(=O)N[C@H](C(=O)O)C(C)CC (stereo not given in full)
13: O=C(CSc1nc2ccccc2c(=O)n1CCCN1CCOCC1)c1c[nH]c2ccccc12
14: O=C(NCc1cccnc1)c1ccc(NS(=O)(=O)c2ccccc2)cc1
15: O=S(=O)(Nc1ccc2cn[nH]c2c1)c1ccc(C(F)(F)F)cc1
16: CC(=O)N1CCc2cc(S(=O)(=O)N3CCOCC3)ccc21
Screen / compound no.	9	10	11	12	13	14	15	16
Anthrax LF prot	-1	6	4	-2	-4	-1	6	2
PrPC surface inh	-3	1	10	5	-12	1	6	-5
FadD28 FP inh	-0.7	-2.4	-0.5	0.4	0.4	-1.4	-4.0	-2.2
CCHFV vOTU inh	-1	4	12	-4	15	-6	0	0
BoNT-F LC inh	8	-1	-1	-5	4	-1	-9	8
BoNT A protease	-1.7	0.4	-0.3	-1.0	1.5	-1.2	-1.2	0.8
TcdB GH inh	2.0	1.9	2.1	0.8	2.2	0.9	2.2	nt
Yp Topo-I inh	1	-10	3	-8	1	1	-7	-7
PfHsp40 yeast	-0.3	-0.7	1.0	-0.5	-1.1	-1.0	0.9	0.3

17: COCCNS(=O)(=O)c1cccc2cccnc12
18: COCCOC(=O)C1=C(C)Nc2nc(C)nn2C1c1ccccc1 (stereo not given)
19: COc1ccc(CNC(=O)Cc2cn(C)c3ccccc23)c(OC)c1
20: Cc1sc2ncnc(NCC(c3ccco3)N3CCCC3)c2c1C (stereo not given)
21: O=C(c1ccccc1)N1N=C(c2ccccc2)CC1c1ccccc1 (stereo not given)
22: O=C(Nc1cccc(/C=C/c2nc3ccccc3c(=O)[nH]2)c1)c1ccccc1Cl
23: O=C(N/N=C/c1ccc2c(c1)OCCO2)c1ccncc1
24: CC(C)(C)C1CCC(C(=O)Nc2nccs2)CC1 (stereo not given)
Screen / compound no.	17	18	19	20	21	22	23	24
Anthrax LF prot	-3	-3	-12	0	0	-10	1	-5
PrPC surface inh	4	1	-5	-2	-5	-4	-7	3
FadD28 FP inh	-1.8	-1.4	-1.2	-0.7	nt	-0.2	-3.2	0.5
CCHFV vOTU inh	7	-4	-1	-1	-6	-4	10	-5
BoNT-F LC inh	-5	-10	-25	1	2	-11	?	?
BoNT A protease	0.3	-2.6	-0.8	-0.8	-1.1	-1.0	-6.4	?
TcdB GH inh	0.6	nt	28*	nt	2.2	0.6	-0.1	0.9
Yp Topo-I inh	1	4	10	9	9	-12	-8	-3
PfHsp40 yeast	0.8	-0.5	0.5	-1.0	-1.5	0.2	-0.7	-0.5

25: Cc1ccc2cc(C#N)c(SCC(=O)NNC(=O)Cc3ccccc3)nc2c1
26: O=C(O)CCN1c2ccccc2Sc2ccccc21
27: Cc1cc(C(=O)Nc2ccccc2)oc1C
28: COCCn1c(C)cc(/C=C2/SC(=O)N(C(C)C(=O)OC)C2=O)c1C (stereo not given)
29: CC(C)N1CC2(CC(c3ccc(Cl)cc3Cl)=NO2)CN1C(=O)c1ccc(C(C)(C)C)cc1 (stereo not given)
30: Cc1ccccc1CN1CCN(S(=O)(=O)c2cccc3nsnc23)CC1
31: CCOC(=O)c1ccc(N=Cc2nc(-c3ccccc3)oc2OC(C)=O)cc1
32: CCO[C@@H]1OC(C(=O)NCc2ccccc2)=C[C@H](c2ccccc2)[C@H]1CCCO
Screen / compound no.	25	26	27	28	29	30	31	32
Anthrax LF prot	-1	-4	0	4	-1	6	4	-7
PrPC surface inh	-6	8	-2	-6	12	-10	10	-2
FadD28 FP inh	-2.7	1.6	-11	-1.2	0.5	0.1	-2.8	-1.3
CCHFV vOTU inh	-12	16	-4	1	3	-1	0	-4
BoNT-F LC inh	5	9	6	?	6	-2	20	-4
BoNT A protease	-0.3	3.8	-1.9	?	0.2	1.3	1.9	0.0
TcdB GH inh	nt	-5.5	nt	0.8	-3.8	1.4	nt	2.0
Yp Topo-I inh	0	-9	-11	-4	-1	31	17	20
PfHsp40 yeast	-0.5	-0.1	-0.8	0.3	nt	0.3	-2.4	-1.4

33: CCCCCCCNc1cccc(C)c1
34: CN1C(=O)C2(C(C#N)=C(N)Oc3c2oc(CO)cc3=O)c2ccccc21 (stereo not given)
35: COC(=O)/C(=C\c1cc(OC)c(OC)c(OC)c1)c1nc2ccccc2[nH]1
36: O=C(CCCN1C(=O)c2ccccc2C1=O)Nc1cccnc1
37: CC1(C)Cc2c(sc3c2c(=N)n(Cc2ccco2)c(=O)n3CC(=O)Nc2cccc(Cl)c2)CO1
38: Cc1ccc(S(=O)(=O)N2CCCCC2)cc1NC(=O)COC(=O)c1c(F)cccc1F
39: COc1ccc(C(=O)/C=C2\NCCc3cc(OC)c(OC)cc32)cc1OC
40: O=C(CN1C(=O)c2cccnc2Oc2ccc(Cl)cc21)NCCC1=CCCCC1
Screen / compound no.	33	34	35	36	37	38	39	40
Anthrax LF prot	-4	1	-4	-5	-2	0	0	1
PrPC surface inh	9	5	0	1	5	6	1	8
FadD28 FP inh	-1.8	-2.0	-0.2	-1.2	-3.2	-0.9	0.3	-3.8
CCHFV vOTU inh	8	0	-7	-15	7	10	14	17
BoNT-F LC inh	8	-15	-4	8	-2	-1	5	3
BoNT A protease	-1.0	-0.2	-1.3	0.6	-0.2	-0.9	2.7	0.2
TcdB GH inh	0.9	1.0	-0.6	nt	nt	1.3	0.4	0.8
Yp Topo-I inh	-3	2	9	12	11	22	-2	13
PfHsp40 yeast	-0.4	-1.3	-0.6	0.3	-1.1	0.5	-1.0	0.2

Excerpt, nos. 32 to 37
32: CCO[C@@H]1OC(C(=O)NCc2ccccc2)=C[C@H](c2ccccc2)[C@H]1CCCO
33: CCCCCCCNc1cccc(C)c1
34: CN1C(=O)C2(C(C#N)=C(N)Oc3c2oc(CO)cc3=O)c2ccccc21 (stereo not given)
35: COC(=O)/C(=C\c1cc(OC)c(OC)c(OC)c1)c1nc2ccccc2[nH]1
36: O=C(CCCN1C(=O)c2ccccc2C1=O)Nc1cccnc1
37: CC1(C)Cc2c(sc3c2c(=N)n(Cc2ccco2)c(=O)n3CC(=O)Nc2cccc(Cl)c2)CO1
Screen / compound no.	32	33	34	35	36	37
Anthrax LF prot	-7	-4	1	-4	-5	-2
PrPC surface inh	-2	9	5	0	1	5
FadD28 FP inh	-1.3	-1.8	-2.0	-0.2	-1.2	-3.2
CCHFV vOTU inh	-4	8	0	-7	-15	7
BoNT-F LC inh	-4	8	-15	-4	8	-2
BoNT A protease	0.0	-1.0	-0.2	-1.3	0.6	-0.2
TcdB GH inh	2.0	0.9	1.0	-0.6	nt	nt
Yp Topo-I inh	20	-3	2	9	12	11
PfHsp40 yeast	-1.4	-0.4	-1.3	-0.6	0.3	-1.1

(more compounds)
41: O=C(NCCc1ccc2c(c1)OCCO2)c1cc(S(=O)(=O)N2CCCC2)ccc1Br
42: CCCC(C(=O)NC(C)(C)C)N(CC1CCCO1)C(=O)CNS(=O)(=O)c1ccc(F)cc1 (stereo not given)
43: CCCNC(=O)C1(C)CCN(C(=O)c2c(F)ccc(C)c2F)C1 (stereo not given)
44: NC(=O)C1CCN(CC(=O)Nc2cccnc2Cl)CC1
45: COc1ccc(/C=N/NC(=O)COc2cc(C)cc(C)c2)cc1COC(C)=O
46: N#Cc1ccc(NCC(=O)N2CCN(S(=O)(=O)c3ccccc3)CC2)cc1
47: Cc1ccc(S(=O)(=O)N2CCN(C(=O)CN3C(=O)NC4(CCCCC4)C3=O)CC2)c(C)c1
48: O=[N+]([O-])c1cc(S(=O)(=O)C(F)(F)F)ccc1NCC1CCCO1 (stereo not given)
Screen / compound no.	41	42	43	44	45	46	47	48
Anthrax LF prot	2	0	0	-2	5	1	1	-1
PrPC surface inh	-1	6	-2	-8	3	5	1	-22
FadD28 FP inh	-0.4	-0.6	-0.9	-3.3	-1.7	-0.3	-0.7	nt
CCHFV vOTU inh	1	-8	4	0	15	12	-8	5
BoNT-F LC inh	3	-2	6	-3	-3	2	-4	5
BoNT A protease	0.3	2.1	-0.2	-0.4	-0.2	2.6	-7.6	0.0
TcdB GH inh	0.1	-0.6	0.0	0.5	nt	-0.1	-0.1	0.8
Yp Topo-I inh	15	4	5	-8	-1	-3	3	1
PfHsp40 yeast	-1.5	0.0	nt	0.6	-0.3	0.3	0.3	1.3

49: COc1ccc(-c2csc(NC(=O)C3CC(=O)N(Cc4ccco4)C3)n2)cc1 (stereo not given)
50: Cn1nc(C(C)(C)C)cc1C(=O)NNC(=O)c1ccc(C(F)(F)F)cc1
51: CCCc1nnc(NC(=O)C2CCN(C(=O)C3CC(=O)N(c4ccc(C)cc4)C3)CC2)s1 (stereo not given)
52: COC(=O)c1cc([N+](=O)[O-])c(-n2cncn2)c([N+](=O)[O-])c1
53: O=C(CC[C@H]1O[C@@H](n2ccc(=O)[nH]c2=O)[C@H](O)[C@@H]1O)N[C@H](Cc1ccccc1)C(=O)NCc1ccccc1
Screen / compound no.	49	50	51	52	53
Anthrax LF prot	-1	-11	1	-4	4
PrPC surface inh	7	2	1	3	-5
FadD28 FP inh	-2.3	-5.4	-0.8	-2.3	-0.2
CCHFV vOTU inh	10	-3	0	1	15
BoNT-F LC inh	-8	?	8	25	12
BoNT A protease	-0.7	?	8.2	1.1	-0.8
TcdB GH inh	1.1	1.9	0.1	0.1	0.0
Yp Topo-I inh	28	2	24	0	nt
PfHsp40 yeast	0.2	0.8	0.6	-0.4	nt
